LAP4-GFP MLPCN = yeast TOR pathway LAP4-GFP modulation. S. cerevisiae LAP4-GFP multiplex, flow cytometry GFP, 3 h; median GFP as percent of DMSO wells. GFP response vs DMSO, % at 10 µM. actives 0.34% (n = 320,000). AID 2023;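 active = GFP response vs DMSO above a set limit, about the screen mean plus 3 SD, cut at about 150% in these data; inconclusive = under 70 cell events counted for the yeast strain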
RPL19A TOR yeast = modulators of TOR pathway RPL19A-GFP in S. cerevisiae. S. cerevisiae RPL19A-GFP strain, flow cytometry, 3 h; hits give low values. percent response vs DMSO, % at 10 µM. actives 0.3% (n = 330,000). AID 2025;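 active = percent response vs DMSO below 50%; inconclusive = fewer than 70 events counted for the yeast strain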;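 also: median channel GFP fluorescence of the barcoded RPL19A-GFP strain; ratio of sample median GFP to plate DMSO average so 100% = DMSO; lower means less RPL19A-GFP as with rapamycin TOR inhibition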
EBNA-1 inh = blocks EBNA-1 binding to DNA. EBNA-1 DNA binding, fluorescence polarization. inhibition, % at 14.8 µM. actives 0.34% (n = 300,000). AID 1950; in the data active = inhibition above about 28%
MEP2 TOR yeast = modulators of TOR pathway MEP2-GFP in S. cerevisiae; GFP response vs DMSO, % at 10 µM; S. cerevisiae MEP2-GFP strain, flow cytometry GFP, 3 h; 100% = DMSO control level; actives 0.51% (n = 330,000); AID 2016;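 active = GFP response versus DMSO above a set limit, roughly screen mean plus 3 SD, cut at about 180% in these data; inconclusive = fewer than 70 cells counted for a yeast strain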;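 also: median GFP fluorescence of the barcode-gated MEP2-GFP cells per well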
ZTA DNA inh = ZTA (EBV) inhibition in EBNA-1 counter-screen. inhibition, % at 11 µM. AID 2234. actives 0.15% (n = 320,000). ZTA-DNA binding, fluorescence polarization. P03206; in the data active = inhibition above about 33%
procasp3 activ = procaspase-3 (human) activation | P42574 | recombinant procaspase-3 D3A, Ac-DEVD-pNA absorbance 405 nm | activation, % at 8.5 µM | actives 0.11% (n = 330,000);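 active = activation above the mean of all tested compounds plus 3 SD, cut at about 21% in these data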;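 also: 0% = DMSO alone and 100% = DMSO wells spiked with extra 5 µM PC-3 D3A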
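Test system: Procaspase-3 D3A mutant, all three cleavage aspartates alanine | Dosing: Single dose, 8.5 µM nominal compound, 0.8% DMSO | Schedule: 1 h preincubation, 2 h reaction | Technique: 405 nm absorbance of p-nitroaniline, reads at 0 and 120 min | Repeats: One well per compound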
procasp7 counter = counter-screen for procaspase-3 activators: activators of human procaspase-7; P55210; recombinant procaspase-7, Ac-DEVD-pNA absorbance 405 nm; D23A/D198A/D206A triple mutant, cannot self-cleave; scale: DMSO 0, 5 µM enzyme 100; activation, % at 8.5 µM; actives 0.093% (n = 330,000);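 active = percent activation above the screen-wide mean plus 3 SD, cut at about 25% in these data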
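Assay system – Uncleavable procaspase-7 mutant enzyme · Quantity – 2 µM procaspase-7 mutant as dispensed · Times – 1 h preincubation, 2 h reaction · Dosing – single nominal 8.5 µM compound dose, 0.8% DMSO final · Buffer or medium – Zinc-free 50 mM HEPES buffer, pH 7.4, with NaCl and Triton X-100 · Detection – Epi-absorbance of released pNA at 405 nm, two timepoints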
AHR act = human AHR activation. P35869. AHR-responsive luciferase reporter cells, luminescence. activation, % at 5 µM. actives 2.5% (n = 320,000). AID 2796; in the data active = activation above about 47%;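 also: 0% = vehicle wells and 100% = reference agonist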
* hit, by the source's call; ? = inconclusive; . = no result given.

Results follow in this order: LAP4-GFP MLPCN	RPL19A TOR yeast	EBNA-1 inh	MEP2 TOR yeast	ZTA DNA inh	procasp3 activ	procasp7 counter	AHR act
- Cc1cc(C)cc(N(CCC(=O)Nc2nnc(C3CC3)s2)S(=O)(=O)c2ccc(Cl)cc2)c1
    90	103	2	102	4	-1	3	4
- COc1cccc(CNc2nc(C(F)(F)F)nc3ccccc23)c1
    109	104	4	105	19	9	-5	6
- Cc1cc(N2CCN(C)CC2)nc2ccc(NC(=O)CCC(=O)NCCCOC(C)C)cc12
    90	101	7	92	7	7	7	2
- Cc1cccc(Oc2nc3c(c(=O)n(C)c(=O)n3C)n2C)c1
    84	97	2	?	-12	11	4	12
- Cc1ccc(OC(=O)CCC(=O)Nc2ccc(C)c(C)c2)cc1
    104	100	-5	96	-4	1	5	0
- NS(=O)(=O)c1ccc(NCCCn2ccnc2)c([N+](=O)[O-])c1
    117	103	9	109	13	2	2	5
- CCOc1ccc(NC(=O)N2CCN(c3nc4ccccc4s3)CC2)cc1
    100	102	-9	100	1	1	6	-7
- CCCCCN(C(=O)CCC(=O)OCC(=O)c1cccc(OC)c1)c1c(N)n(CCCC)c(=O)[nH]c1=O
    102	105	7	106	-13	11	8	0
- CCc1cc2c(-n3nc(C)cc3C)ncnc2s1
    97	102	-9	105	1	-4	4	11
- C[C@H](Nc1ncnc2sc3c(c12)CCC3)C(=O)O
    91	89	-2	92	-3	-4	3	-1
- COc1ccccc1N1CCN(CCC(=O)Nc2cccc(Cl)c2)CC1
    107	98	-5	109	-11	2	-2	4
- CC(=O)Nc1nnc(CCS(=O)(=O)c2ccc(C)c(C)c2)s1
    95	107	10	99	-13	-2	-7	-2
- CC(=O)c1cc2c(cc1NC(=O)c1cccc(S(=O)(=O)N3CCN(C)CC3)c1)OCO2
    112	99	-10	100	-2	-1	0	7
- O=C(Nc1ccccc1)Nc1ccc(C(=O)N2CCOCC2)cc1
    102	108	-3	102	-4	-3	2	17
- CC1(C)CC(=O)C(C=Nc2ccc3cn[nH]c3c2)=C(O)C1
    91	93	-11	96	-12	3	5	18
- Cc1c(C(=O)Nc2ccc(Nc3ccccc3)cc2)cccc1[N+](=O)[O-]
    89	103	-25	102	-16	4	-8	-2
- N#CCSc1nnc(N)s1
    101	104	-14	104	4	8	-13	1
- NC(=O)C(Cc1ccccc1)NS(=O)(=O)c1ccc(N2CCCC2=O)cc1 (stereo not given)
    86	97	10	99	-6	-2	-4	-1
- COc1ccc(S(=O)(=O)N2CCCCC2)cc1C(=O)Nc1cc(C)on1
    89	92	1	109	-12	13	7	-2
- Cc1ccc2c(C)c(C(=O)N(C)CCC3CCCCO3)oc2c1C (stereo not given)
    91	94	6	91	10	-3	-1	12

Overlap with the part before: 3 compounds, followed by the next part.
Results follow in this order: LAP4-GFP MLPCN	RPL19A TOR yeast	EBNA-1 inh	MEP2 TOR yeast	ZTA DNA inh	procasp3 activ	procasp7 counter	AHR act
- NC(=O)C(Cc1ccccc1)NS(=O)(=O)c1ccc(N2CCCC2=O)cc1 (stereo not given)
    86	97	10	99	-6	-2	-4	-1
- COc1ccc(S(=O)(=O)N2CCCCC2)cc1C(=O)Nc1cc(C)on1
    89	92	1	109	-12	13	7	-2
- Cc1ccc2c(C)c(C(=O)N(C)CCC3CCCCO3)oc2c1C (stereo not given)
    91	94	6	91	10	-3	-1	12
- CCCCCC(=O)N/N=C(\C)c1ccc(Cl)cc1
    100	99	-5	106	-11	-7	-11	9
- O=C(NCc1ccc2c(c1)OCO2)Nc1ccc2ccccc2c1
    104	94	12	93	-3	-7	0	17
- O=C(CS(=O)(=O)Cc1ccccc1)Nc1ccccn1
    95	100	-3	102	-10	-7	2	9
- COc1ccc(Cn2cc([N+](=O)[O-])nc2C)cc1[N+](=O)[O-]
    102	101	8	103	-2	-1	6	0
- COc1ccc(C(=O)NCCCN2CCOCC2)cc1OC
    102	95	13	95	3	8	-3	8
- Cc1cc(C)cc(NC(=O)CN2CCCN(S(=O)(=O)c3ccc(Br)s3)CC2)c1
    109	.	-5	108	-3	-6	-9	10
- COc1cccc(N=Cc2c(O)n(-c3cccc(C)n3)c(=O)c3ccccc23)c1
    114	102	4	113	12	-2	-7	-3
- O=C(Nc1nnc(C2CC2)s1)c1cccc(S(=O)(=O)N2CCc3ccccc32)c1
    94	97	1	98	-2	1	2	10
- c1cnc(NC2C3CC4CC(C3)CC2C4)nc1 (stereo not given)
    113	97	1	104	-4	1	0	3
- CCOc1ccc(N2CC(NC(=O)c3cccc4ccccc34)CC2=O)cc1 (stereo not given)
    102	95	-5	94	6	2	1	-3
- COC(=O)c1[nH]c2cc(OC)ccc2c1NC(=O)c1nonc1C
    97	97	-2	97	2	-3	2	5
- COC(=O)c1ccc(CSc2nnc3ccccn23)o1
    96	97	1	96	6	-4	6	0
- O=S1(=O)CC2SC(=S)N(Cc3ccccc3)C2C1 (stereo not given)
    .	102	7	94	2	-3	-2	1
- Oc1c(C=NCc2ccccc2)sc2ccccc12
    102	95	-10	97	-12	-10	-4	8
- O=C(OCc1cc2ccccc2[nH]c1=O)C1CCCO1 (stereo not given)
    86	87	-11	98	5	-2	0	3
- CCO[C@H]1OC(C(=O)NCc2ccccc2)=C[C@@H](C2CC2)[C@@H]1CCCO
    103	105	2	108	12	-5	-3	2
- Cc1noc(C)c1CN1C(=O)c2cccc([N+](=O)[O-])c2C1=O
    94	104	4	108	1	0	-2	-1
- C=CCC1(NCc2ccco2)CCN(CC)CC1
    96	105	4	105	3	-1	-8	-1
- CCOC(=O)Cn1c(C)cc(=O)c2ccccc21
    100	102	-9	105	5	7	2	1
- Nc1ccc(Cc2ccccn2)cc1
    81	91	5	83	0	3	9	-1
- CCOc1ccc(/C(O)=C2/C(=O)C(=O)N(CC3CCCO3)C2c2cccs2)cc1 (stereo not given)
    90	100	-1	98	1	3	-12	0
- CC1(C)CC(=O)C(C2C3=C(CC(C)(C)CC3=O)Oc3ccccc32)=C(O)C1 (stereo not given)
    106	93	0	93	6	2	4	-3
- Cc1ccc(C(=O)N(C)CC(=O)Nc2cccc(F)c2)cc1S(=O)(=O)N1CCCCC1
    108	96	11	100	-13	2	7	2
- Cc1ccc2c(c1)NC(c1cccs1)C1=C(CC(C)(C)CC1=O)N2 (stereo not given)
    91	93	-7	94	-2	-1	1	4
- CSc1nccc(-c2sc(SC)c(C#N)c2-c2ccccc2)n1
    121	109	8	107	19	1	12	-2
- COc1cccc(CN2CCN(C(=S)NCc3ccc(Cl)cc3)CC2)c1
    99	98	-8	98	0	8	8	0
- c1coc(Cn2c(SCc3nc4ccccc4[nH]3)nnc2-c2cccs2)c1
    105	98	5	105	-13	-3	0	7
- COc1cccc(CNC(=O)COC(=O)c2cccc(S(=O)(=O)N3CCN(C(C)=O)CC3)c2)c1
    103	108	.	102	9	-4	2	-1
- NS(=O)(=O)c1ccc(NC(=O)COC(=O)c2ccco2)cc1
    103	101	-8	95	-7	-3	6	2
- COC(=O)CCCC(=O)N1CCC(CO)(CCc2ccccc2)CC1
    91	88	2	99	-4	12	6	2
- O=C1c2ccncc2C(=O)N1CO
    93	97	0	95	9	12	-9	-1
- COc1cc(SC)ccc1C(=O)N1CCN(Cc2ccc3c(c2)OCO3)CC1
    83	103	7	102	4	5	7	0
- CN(C)S(=O)(=O)Oc1ccsc1C(=O)Nc1ccc(Br)cc1
    102	94	-8	99	-9	-10	9	11
- Cc1cccc(C)c1N1CCN(c2cc(Cl)nc(N)n2)CC1
    85	99	3	101	0	4	3	1
- COC(=O)CCCC1=CC2=CC(=O)C(C)(O)C(=O)C2=CO1 (stereo not given)
    .	.	-4	.	-21	6	4	1
- CS(=O)(=O)N1CCN(C(=O)COc2ccccc2)CC1
    95	97	1	92	7	11	4	0
- Cc1cc2nc(N)sc2cc1[N+](=O)[O-]
    96	92	12	96	-5	-3	8	1
- Cc1ccc(NC(=O)c2ccccc2-c2ccccc2C(=O)O)cc1
    96	99	4	94	7	6	8	0
- Cc1sc2ncnc(N3CCN(S(=O)(=O)c4ccccc4)CC3)c2c1C
    94	94	.	102	-5	2	8	1
- CCC12C(=O)C(CC)(C(c3ccccc3)=C1c1ccccc1)[C@@H]1C(=O)N(c3ccc(C)cc3)C(=O)C12 (stereo not given in full)
    .	.	2	.	-7	0	-3	-3
- CCOC(=O)c1cc(NC(=O)N2CCOCC2)c(C)nc1C
    95	95	1	100	-8	-1	10	0
- CC1(C)Cc2c(sc3nn[nH]c(=O)c23)CO1
    101	103	-14	109	-4	2	6	-1
- Cc1ccc(-c2cc(C(=O)N3CCOCC3)c3ccccc3n2)o1
    92	97	.	99	.	9	-3	24
- CCN(C(=O)c1ccc(NC(C)=O)cc1)c1ccccc1C
    100	103	2	112	2	-3	12	2
- Cn1c(=O)c(C(=O)COC(=O)c2cc(-c3ccco3)nc3ccccc23)c(N)n(CC2CC2)c1=O
    113	102	10	97	-2	-18	-11	6
- COc1ccc(CCNC(=O)CSc2nnc(C(C)N(C)C)n2Cc2ccccc2)cc1OC (stereo not given)
    107	96	4	130	7	1	6	-1
- C=CCNC(=O)c1ccccc1NS(=O)(=O)c1ccc(OC)c(C(=O)N2CCOCC2)c1
    88	91	-18	88	17	-3	6	-3
- CC(c1ccco1)N(C(=O)c1cccs1)c1ccccn1 (stereo not given)
    97	99	-7	100	-10	1	-9	-2
- O=S(=O)(NCc1csc(-c2cccnc2)n1)c1cccs1
    119	104	-3	110	2	-4	-14	19
- Cc1ccc(CNC(=O)C(=O)Nc2nccs2)cc1
    84	94	1	77	-18	5	4	0
- COCCCNC(=O)CCc1nnc2ccc(N3CCC(C)CC3)nn12
    98	110	-2	111	2	-2	-4	1
- Cc1ccc(NC(=S)N(CCN(C)C)Cc2cc3cccc(C)c3[nH]c2=O)cc1
    90	106	8	101	7	-2	-2	13
- CC1(c2nnc(-c3cccc(Cl)c3)o2)CC(c2ccc(C#N)cc2)=NO1 (stereo not given)
    114	103	13	90	0	-1	-3	-1
- O=C(OCC(=O)N1CCC(Cc2ccccc2)CC1)c1ccccc1F
    105	96	.	100	4	-4	-9	0
- COc1ccc(Oc2c(C)oc3c(CN(C)C)c(O)ccc3c2=O)cc1
    103	102	19	106	-8	4	7	0
- CCOC(=O)Cn1cc(C=O)c2ccccc21
    99	98	-2	104	14	6	4	2
- NC(=S)N/N=C/c1ccc(/C=N/NC(N)=S)cc1
    104	93	68*	99	6	-1	-13	5
- CC1(C)C(=O)OC(c2cccs2)C(C)(C)C1=O (stereo not given)
    104	99	-3	118	-24	-11	7	0
- COc1ccc(NC(=O)c2ccccc2C)cc1
    84	106	-10	101	-10	0	7	0
- COc1ccc(C2CC(C(F)(F)F)n3ncc(C(=O)NCc4cccnc4)c3N2)cc1OC (stereo not given)
    105	103	5	109	12	3	-1	0
- C=CCOC(=O)CCP(=O)(CCC(=O)OCC=C)c1ccccc1
    95	97	11	97	3	-5	3	0
- CN(C)S(=O)(=O)c1ccc(C(=O)NCCc2ccco2)cc1
    108	100	-3	105	2	-3	-3	7

Compound activity from PubChem BioAssay.
